Screens from PubChem.
D1 antag: human D1 dopamine receptor antagonism. P21728. HEK293 TREx D1 cells, calcium flux, dopamine EC80; hits give low values. activity change, negative = inhibition, % at 10 µM. actives 3.2% (n = 360,000). AID 504652; in the data active = activity change below about -30%; note: % is set by controls: 0 for no effect and ±100 for the full control effect
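Compound effects on dopamine-evoked calcium signalling were measured in tetracycline-induced HEK293 Trex D1 cells. Dopamine at EC80 followed a 180 s compound pre-read, and fluorescence was tracked kinetically for 180 s more.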
LDHA inh: blocks human lactate dehydrogenase A; P00338; purified LDHA, NADH/diaphorase-resazurin fluorescence; hits give low values; activity change, % (values are at about 110 or 230 µM); actives 0.15% (n = 480,000); AID 1347041; in the data active = activity change below about -30%; inconclusive = mostly about -25% to -30%;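 note: plate controls were DMSO wells for no effect and wells without enzyme for full effect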
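Human LDH5 at 2 nM final in Tris HCl pH 7.4 with 0.06 mM NADH and 0.2 mM pyruvate, reacted 5 minutes at room temperature. Remaining NADH coupled via diaphorase/resazurin; resorufin fluorescence read at 0 and 20 minutes, normalized to enzyme-free and DMSO wells.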
D2 PAM: positively modulates the human D2 dopamine receptor allosterically. P14416. HEK293 T-REx D2, calcium flux, EC20 dopamine potentiation. potentiation, % at 10 µM. actives 0.34% (n = 340,000);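 active = potentiation over 3 SD above the plate norm, cut at about 30% in these data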; note: 0% is about no effect
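Using a no-wash calcium dye in inducible, force-coupled HEK293 Trex cells expressing D2, we tracked fluorescence each second for 180 s after compound, then for 180 s after EC20 dopamine to detect augmented signalling.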
Vif-A3F inh: Vif-A3F binding inhibition. HeLa A3F-eYFP + Vif (tagged APOBEC3F with the HIV-1 protein that degrades it), YFP fluorescence increase. Potency, µM (top dose mostly 46.1 µM), inactives show at the highest dose activity, negative = active. actives 0.2% (n = 390,000); note: potency is the fitted concentration of half-maximal effect; % of control where 0% means no effect; nearly all actives have a fitted effect of over 65% in size
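HeLa cells stably expressing Vif plus C-terminally eYFP-tagged A3F were seeded, incubated overnight at 37 deg C, dosed with compound, incubated overnight again at 37 deg C. Yellow fluorescence (Ex 488/Em 500-530) reported blocked Vif-mediated A3F-eYFP degradation.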
D1 PAM: human D1 dopamine receptor positive modulation; P21728; HEK293 TREx D1 cells, calcium flux, dopamine EC20 potentiation; potentiation, % at 10 µM; actives 0.036% (n = 360,000); AID 504651; in the data active = potentiation above about 30%; note: 0% is about no effect
Glioma ERSR ind: ER stress response induction in glioma; U87-MG GRP78 promoter luciferase reporter, 16 h; Potency, µM, without a hit: at the highest dose activation, most hits filed as activators; actives 0.02% (n = 420,000); note: potency is the fitted concentration of half-maximal effect; series mostly up to about 76 µM; % of control where 0% means no effect; nearly all actives have a fitted effect of over 35% in size
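Stably transfected U87-MG glioma cells carrying a GRP78-based luciferase sensor; 16 h compound incubation. Luminescence end-point read 10 min after Bright-Glo addition at room temperature.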
RXFP1 agonist: activates the human relaxin receptor RXFP1 | HEK293T-RXFP1 cAMP TR-FRET, 30 min; response scale: percent of porcine relaxin response, buffer zero | Potency, µM (series often up to 57.5 µM), for inactives: at the highest dose activation, usual class: activators | actives 0.3% (n = 370,000); note: potency is the fitted concentration of half-maximal effect; % is set by controls: 0 for no effect and ±100 for the full control effect; nearly all actives have a fitted effect of over 60% in size; many of its hits are not listed in these tables
Target sequence (Q9HBX9 whole entry, looked up): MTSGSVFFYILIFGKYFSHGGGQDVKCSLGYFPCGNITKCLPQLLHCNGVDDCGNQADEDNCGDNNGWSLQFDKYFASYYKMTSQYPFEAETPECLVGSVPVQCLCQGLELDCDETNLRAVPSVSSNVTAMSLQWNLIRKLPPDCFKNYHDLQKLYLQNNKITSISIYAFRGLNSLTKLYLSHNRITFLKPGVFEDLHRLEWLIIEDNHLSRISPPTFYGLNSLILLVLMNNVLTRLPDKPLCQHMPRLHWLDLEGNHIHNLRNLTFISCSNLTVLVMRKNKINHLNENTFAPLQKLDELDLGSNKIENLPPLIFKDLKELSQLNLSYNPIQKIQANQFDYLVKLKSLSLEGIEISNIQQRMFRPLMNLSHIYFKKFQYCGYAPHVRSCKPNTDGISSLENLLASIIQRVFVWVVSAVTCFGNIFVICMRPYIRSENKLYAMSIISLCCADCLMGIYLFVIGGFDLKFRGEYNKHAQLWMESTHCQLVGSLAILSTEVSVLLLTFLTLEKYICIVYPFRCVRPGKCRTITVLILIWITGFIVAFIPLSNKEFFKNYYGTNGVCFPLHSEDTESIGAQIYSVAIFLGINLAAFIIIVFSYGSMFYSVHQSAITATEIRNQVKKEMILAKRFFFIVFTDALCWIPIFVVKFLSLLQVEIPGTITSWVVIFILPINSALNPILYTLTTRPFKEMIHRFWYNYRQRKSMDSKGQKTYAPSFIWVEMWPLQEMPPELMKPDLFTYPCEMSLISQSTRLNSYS
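HEK293T cells stably expressing RXFP1 were pretreated with the PDE4 inhibitor Ro 20174, exposed to compounds for 30 min at 37C, lysed, and cAMP was read by TR-FRET. Data normalized to buffer (basal) and 29 nM porcine relaxin (100%).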
D1 ag: activates the human D1 dopamine receptor | actives 1% (n = 360,000) | activation, % at 2 µM | HEK293 T-REx D1 cells, calcium flux, agonist mode | P21728 | AID 504660; in the data active = activation above about 30%; note: 0% is about no effect
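Tetracycline-induced HEK293 TREx D1 cells, force-coupled to calcium signalling, were dye-loaded with a no-wash calcium kit. Compound was pin-added after a 10 s baseline. Fluorescence was read kinetically at 1 cycle/s for 180 s, with calcium rises flagged as agonism.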
Vif-A3G inh: inhibitors of Vif-APOBEC3G interaction | Potency, µM (top dose mostly 46.1 µM), inactives show at the top dose activity, negative = active, actives largely listed as inhibitors | actives 0.076% (n = 410,000) | HeLa A3G-eYFP + Vif (tagged APOBEC3G with the HIV-1 protein that degrades it), YFP fluorescence, overnight;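 note: potency is the fitted concentration of half-maximal effect; % is set by controls: 0 for no effect and ±100 for the full control effect; nearly all actives have a fitted effect of over 60% in size; hits raise eYFP signal because A3G escapes Vif-driven loss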
Target sequence (Q9HC16 whole entry, looked up): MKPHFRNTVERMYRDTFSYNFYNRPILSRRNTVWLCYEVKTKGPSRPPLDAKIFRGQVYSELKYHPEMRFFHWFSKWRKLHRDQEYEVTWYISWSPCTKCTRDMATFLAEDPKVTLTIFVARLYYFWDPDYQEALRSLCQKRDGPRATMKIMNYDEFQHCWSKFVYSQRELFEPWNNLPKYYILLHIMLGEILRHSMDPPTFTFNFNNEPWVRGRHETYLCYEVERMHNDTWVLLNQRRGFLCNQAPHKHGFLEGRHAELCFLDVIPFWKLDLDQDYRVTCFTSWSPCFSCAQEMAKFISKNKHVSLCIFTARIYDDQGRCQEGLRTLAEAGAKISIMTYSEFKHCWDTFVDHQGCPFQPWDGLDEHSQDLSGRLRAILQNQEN
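Read-out is eYFP fluorescence (Ex 488/Em 500-530) from Vif-expressing HeLa A3G-eYFP cells; more signal means A3G escaped Vif-mediated degradation. Cells plated overnight, compound pinned in, incubated overnight at 37 deg C.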
The depositor's hits bear a star; ? = inconclusive; . = not tested or not shown; & = joins results of further samples. Unless noted, calls come from the whole dose curve; as a rule, active = well fitted curve in the direction sought with a large enough effect; inconclusive = small, poorly fitted or top-dose-only effect, or another doubt; inactive = no such curve, though single readings can be large; an effect the other way counts as inactive or inconclusive. A portion of the library (hit frequency here may not be typical).

SMILES	D1 antag	LDHA inh	D2 PAM	Vif-A3F inh	D1 PAM	Glioma ERSR ind	RXFP1 agonist	D1 ag	Vif-A3G inh
O=S(=O)(c1cccc2nonc12)N1CCCCCC1	1	1	-7	-4%	1	-1%	1.8%	0	0%
CN(C(=O)CSc1nc2ccc(NC(=O)c3cccc(F)c3)cc2s1)c1ccccc1	-7	-8	-15	-2%	-1	-3%	-0.4%	0	-5%
Cc1cc(NS(=O)(=O)c2ccc(NC(=O)Nc3cccc(Cl)c3)cc2)no1	15	-14	5	7%	-3	0%	-2.7%	3	-5%
CCC(Oc1ccccc1)C(=O)Nc1nnc(S(=O)(=O)N2CCCC2)s1 (centres undefined)	-3&11	-1&0	9&2	1%&3%	-7&-5	-3%&-1%	8.3%&3.6%	6&1	-2%&-1%
Cc1ccc(CSCC(=O)N/N=C/c2ccc(OCC(=O)Nc3ccc(C)cc3)cc2)cc1	-5	-23	-9	-2%	-7	-9%	0.5%	5	5%
COc1ccc(C2c3c(n(C)c4ccccc34)C(=O)N2CC(=O)Nc2cccc(Cl)c2C)cc1 (centres undefined)	11	-1	3	-9%	-1	-4%	17%	5	1%
CCOc1ccc(NC(=O)CN(C)C(=O)c2ccc3c(c2)C(=O)N(CCC(C)C)C3=O)cc1OCC	-5	1	7	4%	-2	-7%	-0.3%	4	3%
Cc1oc(C(C)(C)C)cc1C(=O)Nc1cccc(/C=C/C(=O)O)c1	-2	-4	-6	0%	-2	1%	0.8%	2	0%
Cc1cc(C)cc(NC(=O)CSc2nc3ccccc3nc2N2CCCCC2)c1	6	2	7	-3%	2	-1%	3.2%	1	1%
Cc1nn(CCCC(=O)Nc2ccccc2C(F)(F)F)c(=O)c2nn(-c3ccccc3)c(C)c12	4	0	11	0%	-2	0%	4.2%	1	-7%
CC(Oc1ccc2oc(-c3ccccc3)c(C(=O)O)c2c1)C(=O)O (centres undefined)	28	-12	8	-5%	7	-1%	6.9%	-2	0%
Cc1cc(NC(=O)CN2C(=O)NC(C)(CC(C)C)C2=O)no1 (centres undefined)	.	-6	.	4%	.	-3%	.	.	-2%
CC(O)CNC(=S)Nc1ccccc1 (centres undefined)	3	-2	8	-7%	-4	-4%	22%	4	-8%
CC(C)OCC(O)CN1CCNCC1 (centres undefined)	-5	-4	16	1%	0	-1%	0.0%	2	-1%
CCOc1ccc(C(C(=O)NC2CCCC2)N(C(=O)c2snc(C(N)=O)c2N)c2cccc(O)c2)cc1 (centres undefined)	22	6	.	-2%	-11	-2%	2.2%	0	3%
C/C(=N/NC(=O)c1ccc(C(C)(C)C)cc1)c1ccccn1	.	-4	.	-40%	.	-1%	.	.	-1%
CC(C)(C)NC(=O)C(c1cccs1)N(CC1CCCO1)C(=O)Cn1nnc(-c2cccs2)n1 (centres undefined)	11	3	4	2%	-2	1%	0.4%	4	0%
COc1ccccc1C(=O)NCCSCc1ccccc1Cl	2	-7	-7	4%	-4	5%	-0.1%	8	0%
CCCCC(c1nnnn1CC1CCCO1)N1CCN(Cc2ccccc2)CC1 (centres undefined)	14	-2	6	3%	-3	2%	-2.1%	-1	-2%
O=C(CSc1nnc(CNC(=O)c2c(F)cccc2Cl)o1)Nc1ccccc1	-1	2	2	-28%	-6	-5%	2.9%	-1	-2%

Full records as entered above. Order of screens: D1 antag	LDHA inh	D2 PAM	Vif-A3F inh	D1 PAM	Glioma ERSR ind	RXFP1 agonist	D1 ag	Vif-A3G inh
O=S(=O)(c1cccc2nonc12)N1CCCCCC1 as listed: 1	1	-7	-4%	1	-1%	1.8%	0	0%
CCCCC(c1nnnn1CC1CCCO1)N1CCN(Cc2ccccc2)CC1 (centres undefined) as listed: 14	-2	6	3%	-3	2%	-2.1%	-1	-2%

Later entries:
SMILES	D1 antag	LDHA inh	D2 PAM	Vif-A3F inh	D1 PAM	Glioma ERSR ind	RXFP1 agonist	D1 ag	Vif-A3G inh
CCCC1CCC(=C(C#N)C(N)=O)CC1 (centres undefined)	-3	-6	10	-7%	-2	-4%	1.1%	2	1%
COC(=O)C1=C(C(=O)OC)[C@@H]2N(C)c3ccccc3[C@@]23C[C@@H](CO)N(C(=O)C2CCC2)C3=N1	.	-4	.	6%	.	-5%	.	.	2%
Cc1ccc(C(=O)Nc2cc3[nH]c(=O)oc3cc2C)cc1	-14	2	-8	-1%	0	0%	1.6%	1	-8%
CC(Cc1cccs1)NC(=O)Nc1ccc(Cl)cc1 (centres undefined)	42	-4	-9	-15%	-7	3%	1.2%	9	0%
CC(=O)CCn1c(=O)n(CCC(C)=O)c(=O)n(CCC(C)=O)c1=O	8	-1	36*	3%	-3	-6%	0.2%	1	2%
O=C(CNC(=O)c1cccs1)NC1=NCCS1	-24	0	.	-2%	-9	13%	1.8%	3	1%
CC(C)CN(C(=O)c1cccc(Cl)c1)c1c(N)n(CC(C)C)c(=O)[nH]c1=O	18	-1	5	10%	0	-3%	1.0%	4	0%
CCn1c(SCc2ccccc2Cl)nc2nc3c(cc2c1=O)CCCC3	9	-3	-2	-6%	-6	-2%	5.6%	2	0%
CC(=O)c1c(C)[nH]c(C(=O)COC(=O)COc2ccccc2F)c1C	14	-15	13	4%	-11	-5%	3.3%	4	-4%
Cc1ccc(C)c(OCC(=O)Nc2sc3c(c2C#N)CCCC3)c1C	8	-10	2	-7%	0	-2%	-0.6%	1	-2%
COCCNc1ccc(-c2nn(C)c(=O)c3ccccc23)cc1[N+](=O)[O-]	-4	1&-2	-9	?	-7	-5%	-2.7%	1	1%
CN(CC(=O)Nc1ccc(Cl)c(C(F)(F)F)c1)C(=O)c1ccc(N2CCOCC2)c([N+](=O)[O-])c1	-25	-5	-6	2%	-3	-1%	-0.5%	8	-14%
CCOC(=O)c1c(C)oc2c1cc(O)c1ccccc12	-23	13	3	8%	-7	5%	0.8%	4	3%
Cc1ccc(NC(=O)COC(=O)CNC(=O)c2ccco2)cc1	15	-8	7	14%	-1	-3%	-0.6%	0	2%
C=CCN(C(=O)c1cccc(N2C(=O)C3CC=CC(C)C3C2=O)c1)c1ccccc1 (centres undefined)	4	-8	8	-4%	-7	-3%	0.6%	5	4%
COc1ccc(C(=O)Nc2nnc(S(=O)(=O)N(C)c3ccc(C)cc3)s2)cc1	3	-17	-8	-5%	-4	-5%	0.2%	-1	4%
CC(C)Cc1ccc(-c2cc(=O)[nH][nH]2)cc1	22	-4	3	4%	-2	-2%	0.8%	5	-2%
O=C(NCc1cccc(Cl)c1)c1cnc(N2CCOCC2)c2ccccc12	14	-2	-4	-8%	-2	-3%	4.1%	0	-4%
O=C(O)CSc1nc(-c2cccs2)cc(C(F)(F)F)n1	0	-13	.	-3%	3	0%	5.5%	5	1%
NNC(=O)c1cc(-c2ccco2)[nH]n1	-22	0	-6	-7%	-8	0%	-0.4%	1	1%
Cc1ccc(Cl)cc1NC(=O)COC(=O)CC(C)(C)C	4	-6	5	-39%	-5	-12%	0.7%	4	3%
Nc1nnc(SCC(=O)OCC(=O)Nc2ccc(Br)cc2F)s1	-1	-10	7	14%	0	-2%	3.9%	2	-2%
O=C(N/N=C/c1cccc([N+](=O)[O-])c1)C(=O)N1CCCCCC1	5	-2	-4	4%	-4	-8%	0.9%	1	-5%
CC1CCN(c2nnc(NC(=O)Cn3c(=O)oc4ccccc43)s2)CC1	2	-2	5	-2%	10	-4%	0.3%	2	-2%
CC(C)(C)SCCNS(=O)(=O)c1ccc(C#N)cc1	-10	0	-11	5%	-4	-1%	0.6%	0	-2%
O=C(Nc1ccccc1)N1C2CCC1CC(O)(c1cccnc1)C2 (centres undefined)	-2	-3	-3	-1%	0	-3%	-0.6%	4	-1%
CCCS(=O)(=O)N1CCCC(C(=O)NCCc2ccc(OC)c(OC)c2)C1 (centres undefined)	5	-2	-1	0%	4	-4%	2.8%	1	2%
Cc1ccc(OCc2ccc(C(=O)Nc3nc4ccccc4n3Cc3ccccc3)o2)c([N+](=O)[O-])c1	13	-2	5	-2%	-2	-6%	1.4%	1	-1%
Cn1c(Cn2nnc3ccccc32)nnc1SCC(=O)c1ccc(F)cc1	-9	1	.	-1%	-4	-1%	0.3%	4	0%
CC(C)(C)c1ccc(OCC(O)CN2CCN(C(=O)c3ccccc3)CC2)cc1 (centres undefined)	-3	-20	1	10%	-4	-4%	0.4%	5	-5%
O=C(NCCCOC(=O)c1ccccc1)c1ccccc1	.	-4	.	3%	.	-2%	.	.	-4%

No new results follow: an excerpt of the list.
SMILES	D1 antag	LDHA inh	D2 PAM	Vif-A3F inh	D1 PAM	Glioma ERSR ind	RXFP1 agonist	D1 ag	Vif-A3G inh
O=C(O)CSc1nc(-c2cccs2)cc(C(F)(F)F)n1	0	-13	.	-3%	3	0%	5.5%	5	1%
NNC(=O)c1cc(-c2ccco2)[nH]n1	-22	0	-6	-7%	-8	0%	-0.4%	1	1%
Cc1ccc(Cl)cc1NC(=O)COC(=O)CC(C)(C)C	4	-6	5	-39%	-5	-12%	0.7%	4	3%
Nc1nnc(SCC(=O)OCC(=O)Nc2ccc(Br)cc2F)s1	-1	-10	7	14%	0	-2%	3.9%	2	-2%
O=C(N/N=C/c1cccc([N+](=O)[O-])c1)C(=O)N1CCCCCC1	5	-2	-4	4%	-4	-8%	0.9%	1	-5%
CC1CCN(c2nnc(NC(=O)Cn3c(=O)oc4ccccc43)s2)CC1	2	-2	5	-2%	10	-4%	0.3%	2	-2%
CC(C)(C)SCCNS(=O)(=O)c1ccc(C#N)cc1	-10	0	-11	5%	-4	-1%	0.6%	0	-2%
O=C(Nc1ccccc1)N1C2CCC1CC(O)(c1cccnc1)C2 (centres undefined)	-2	-3	-3	-1%	0	-3%	-0.6%	4	-1%
CCCS(=O)(=O)N1CCCC(C(=O)NCCc2ccc(OC)c(OC)c2)C1 (centres undefined)	5	-2	-1	0%	4	-4%	2.8%	1	2%
Cc1ccc(OCc2ccc(C(=O)Nc3nc4ccccc4n3Cc3ccccc3)o2)c([N+](=O)[O-])c1	13	-2	5	-2%	-2	-6%	1.4%	1	-1%
Cn1c(Cn2nnc3ccccc32)nnc1SCC(=O)c1ccc(F)cc1	-9	1	.	-1%	-4	-1%	0.3%	4	0%
